# Screening results: PubChem BioAssay, NCI
# All columns: NCI-60 one-dose screen, growth in % after 48 h at 10 µM unless noted; 100 = growth as untreated, 0 = no growth, -100 = all killed.
# ACHN = ACHN renal cancer; 81,000 tested, 4.9% active
# SNB-75 = SNB-75 CNS cancer. 79,000 tested, 5% active. AID 1794750
# SNB-19 = SNB-19 CNS cancer cells; 81,000 tested, 2.5% active
# SF-268 = SF-268 CNS cancer cells; 82,000 tested, 3.1% active
# A498 = A498 renal cancer cells. 76,000 tested, 5.4% active. AID 1794774
# RXF 393 = RXF 393 renal cancer cells; 77,000 tested, 6.9% active; AID 1794773
# CAKI-1 = CAKI-1 renal cancer; 75,000 tested, 4.7% active
# SF-539 = SF-539 CNS cancer. 81,000 tested, 6.8% active. AID 1794752
# * = called active by the depositor; / = not tested or not shown; & = joins results of further samples; [ ] = remark or other dose. How the source made its calls: active means growth percent below 10; inactive means the rest.
SMILES,ACHN,SNB-75,SNB-19,SF-268,A498,RXF 393,CAKI-1,SF-539
COc1ccccc1CC(=O)c1ccccc1OC,114,83,105,100,/,98,94,105
CN(C)c1ccc(C(=C2C=CC(=[N+](C)C)C=C2)c2cc(S(=O)(=O)O)cc3cc(S(=O)(=O)O)ccc23)cc1,104&105,102,108&105,105&112,105&113,128&110,102,99&100
CCOC(=O)C1=C[C@]2(CC)CCCN3CCc4c(n1c1ccccc41)[C@@H]32,89,98,89,102,100,121,80,110
O=c1oc2cc(N3CCOCC3)ccc2cc1-c1nc2ccccc2[nH]1,104,90,98,92,95,109,99,97
CCC/C=C/C=N/NC(=S)Nc1ccccc1,101,95,94,93,/,99,98,107
CN(C)C(=O)Nc1ccc(Cl)c(Cl)c1,106,92,96,99,91,106,/,96
O=C(CCC(=O)c1nc2ncccc2[nH]1)NN1C(=O)CSC1c1ccc(Cl)cc1 (centres undefined),97,85,94,91,111,103,84,103
CCCCCN(CCCCC)CCCNc1c2c(nc3ccc(OC)cc13)CCCC2,102&103,73&85,97,103&94,81&95,90&95,85&88,101&99
Nc1cccc2nnccc12,104,81,107,99,98,103,83,98
O=C(N/N=C/C[C@@H]1[C@@H](/C=C/[C@@H](O)CCc2ccccc2)[C@H](OC(=O)c2ccccc2)C[C@@H]1O)c1ccncc1,101,109,106,111,93,108,/,108
CCNC(=S)NN,96,77,97,103,91,100,90,100
O=C(CC1C=CCC1)Nc1ccccc1 (centres undefined),107,93,100,106,100,113,100,100
Cc1ccccc1C#N,104,47,104,114,108,120,97,108
COc1cc(CSc2nc3ccc(Cl)cc3c(=O)n2-c2ccccc2)cc(OC)c1OC,79,76,81,78,82,69,74,79
Cc1ccccc1NC(=O)NC(CC(N)=O)c1ccc2c(c1)nc(-c1cccc(Oc3ccc(C(C)(C)C)cc3)c1)n2CCCN1CCCCC1C (centres undefined),74,63,46,47,69,25,93,13
CC/C(=C\c1ccc2c(c1)COC2)c1nc2ccccc2c(=O)[nH]1,93,93,94,104,103,111,96,99
C=CCCC(C)(C(=O)OCC)C(=O)OCC,97,93,108,108,123,118,105,104
C[N+]1(CCc2ccccc2)CCC(CCC2CC[N+](C)(CCc3ccccc3)CC2)CC1 (centres undefined),101,84,98,102,/,105,97,106
CCCCCCCCCCCCOC(=O)CCCCC,97,83,105,95,115,105,94,108
COc1ccccc1C(=O)OCCc1ccccc1,111,123,110,111,100,114,110,112
Cc1[nH]c2ccccc2c1C=O,19,94,118,96,94,101,97,99
COc1cc(-c2cc(-c3nc4ccc(F)cc4[nH]3)[nH]n2)cc(OC)c1OC,20,15,71,36,8.7*,36,28,53
O=C(O)CC/C(=N\NC(=O)c1ccncc1)c1ccccc1,107,99,102,102,108,108,92,102
Cc1ccc(C2CC(c3cccc(Nc4ccncc4)c3)=NN2C=O)cc1 (centres undefined),95,79,102,89,97,105,70,91
COc1cc2c(c(OC)c1OC)-c1ccc(N=NC(N)=S)c(=O)cc1[C@@H](NC(C)=O)CC2,66,/,28,9.2*,-11*,-13*,64,1.0*
O=C(NC1C(O)OC(CO)C(O)C1O)NS(=O)(=O)c1ccc(CCNC(=O)c2cccc(Cl)c2)cc1 (centres undefined),102,83,104,95,/,108,89,96
CCN1CCN(C(=O)NC(C(=O)N[C@@H]2C(=O)N3[C@@H]2SC(C)(C)[C@@H]3C(=O)O)c2ccccc2)C(=O)C1=O (some centres undefined),97,103,104,103,115,114,98,/
O=C(c1ccccc1)C1CCNCC1,110,93,100,113,125,117,96,102
Nc1nc2c(s1)CCc1c-2c(Br)n(Cc2ccccc2)c1-c1ccccc1,87,81,92,103,87,54,103,99
COc1cc(-c2cc(=O)oc3cc(O)ccc23)c(OC)c2c1OCO2,91,85,97,92,95,/,77,92
CNC(=O)Nc1ccc(-c2nc(N3CCOCC3)nc3c2cnn3C2CCOCC2)cc1,4.3*,-38*,7.9*,16,/,-35*,-19*,-24*
CCCCCCNC(=O)N/C(N)=N/c1nc2ccccc2s1,97,93,87,92,100,83,67,89
CCOC(=O)/C(=C\c1ccc(Cl)cc1)P(=O)(OCC)OCC,73,70,95,78,105,82,83,81
CS(=O)(=O)Nc1cc(-c2ccc3ncnc(N4CCc5cc(F)c(Cl)cc54)c3c2)cnc1Cl,9.4*,-18*,27,15,-36*,-5.6*,-8.1*,-23*
NNc1cnc2ccccc2n1,96,90,112,106,126,113,87,98
CC(N)C(=O)NC(CC(=O)O)C(=O)O (centres undefined),100,95,95,109,89,/,91,99
Cn1ncc2ncc(-c3ccc4ncc(C#N)c(N5CCc6cc(F)c(Cl)cc65)c4c3)cc21,17,-1.8*,52,50,2.5*,-17*,14,27
Cc1nn(-c2ccccc2)c(C)c1C(=O)Nc1nnc(-c2ccco2)o1,110,112,100,99,102,130,120,88
C=C(C[n+]1ccccc1)[C@@H]1CC[C@]2(C(=O)O)CC[C@]3(C)[C@H](CC[C@@H]4[C@@]5(C)CCC(=O)C(C)(C)[C@@H]5CC[C@]43C)[C@@H]12,104,89,98,103,89,105,91,104
Cc1c2oc3c(C)ccc(C(=O)N[C@@H]4C(=O)N[C@H](C(C)C)C(=O)N5CCC[C@H]5C(=O)N(C)CC(=O)N(C)[C@@H](C(C)C)C(=O)O[C@H]4C)c3nc-2c(C(=O)N[C@@H]2C(=O)N[C@H](C(C)C)C(=O)N3CCC[C@H]3C(=O)N(C)CC(=O)N(C)[C@@H](C(C)C)C(=O)O[C@H]2C)c(N)c1=O,3.2*,-74*,-0.3*,-9.3*,32[0.0025 µM],-46*,-14*,-55*
Cc1cc2nc(C(Cl)Cl)nc(C)n2n1,101,81,93,102,96,103,88,97
O=C(COc1ccc(Cl)cc1Cl)N1N=C(c2ccc(Cl)cc2Cl)CC1(O)c1cc(F)c(Cl)cc1Cl (centres undefined),234,108,88,103,142,134,/,112
COc1cccc(-c2oc3ccccc3c(=O)c2O)c1,82,96,87,81,76,78,/,89
CC(C)(C)n1cc(-c2ccnc(NCCNS(=O)(=O)c3ccc(Br)cc3)c2)c(-c2cccc(O)c2)n1,25,19,52,33,11,26,29,47
COc1ccc(-c2nc(N/N=C/c3cccc(Br)c3)nc(N3CCOCC3)c2C#N)cc1,55,-18*,93,81,45,/,60,56
O=C(c1ccc(Cl)cc1Cl)N1CCOCC1,103,82,103,98,91,116,/,97
c1ccc(OC2COC(Oc3ccccc3)CO2)cc1 (centres undefined),100,122,95,106,121,98,98,93
C=C(C)C(CCCCC)(C(=O)OCC)C(=O)OCC,108,/,88,117,87,118,100,101
Cc1sc2nc(/C(C#N)=C(\O)c3ccc(F)cc3)[nH]c(=O)c2c1C,102,73,96,133,119,115,103,103
N#CCCN(CCCN1CCOCC1)CN1C(=O)c2ccccc2C1=O,113,88,110,115,/,98,99,110
CCCCC1=C(P(=O)(O)O)N[C@H](C(=O)OCC)CS1,89,89,88,104,86,86,96,98
CC(O)(Cc1cccnc1)c1cccs1 (centres undefined),103,100,98,100,111,119,108,101
Cc1[nH]cnc1/C=C1\SC(N2CCOCC2)=NC1=O,110,88,99,107,108,125,97,104
O=C(O)CCCCSc1ncnc2nc[nH]c12,102,102,107,99,132,105,93,102
C=C(C)[C@H]1CC/C(C)=C/CC[C@]2(C)O[C@H]2CC/C(C=O)=C\C1O (some centres undefined),99,106,112,106,143,111,/,106
CN(C)CCOc1ccc2c(c1)C(=O)/C(=C\c1ncc([N+](=O)[O-])n1C)C2,-32*,-87*,-39*,-44*,-88*,-60*,-19*,-73*
Cc1c(-c2nc3ccc(F)cc3c(=O)[nH]2)c2ccccc2n1C,36,-8.0*,29,54,-13*,14,41,24
CC1SC(c2ccc(N(C)C)cc2)N(NC(=O)C(O)(c2ccccc2)c2ccccc2)C1=O (centres undefined),94,97,110,141,101,118,91,97
N#Cc1ccc(C(=O)COc2ccc(NC(=O)Nc3ccccc3)cc2)cc1,93,97,96,98,111,55,80,89
O=C1CCC23OC=CC2C2(Nc4ccccc4NC2=O)c2cc(Cl)ccc2N13 (centres undefined),101,102,104,101,133,121,/,104
# Other entries.
SMILES,ACHN,SNB-75,SNB-19,SF-268,A498,RXF 393,CAKI-1,SF-539
O=C1c2cccc3c(N4CCCCC4)ccc(c23)C(=O)N1c1cccc(-c2nn(-c3ccccc3)cc2-c2nc3ccccc3s2)c1,100,112,104,110,138,113,80,98
O=C1c2cc3c(cc2-c2c1c1ccc(Cl)cc1c(=O)n2C[C@H](O)[C@@H](O)[C@H](O)CO)OCO3,-59*,-1.9*,7.8*,7.0*,-77*,-47*,-8.8*,-40*
COC(=O)[C@]1(C)CCC[C@]2(C)[C@H]3C[C@H]4C(C(C)C)=C[C@]3(CC[C@H]21)[C@@H]1C(=O)N(OCCC#N)C(=O)[C@@H]14,94,95,98,93,90,103,96,106
O=C(O)C1C2CC3OC(=O)C1C3C2 (centres undefined),127,87,105,107,114,/,114,102
COc1ccc(C2=Nc3cccc4c3N(CCC4)C2c2ccc(OC)cc2)cc1 (centres undefined),79,103,88,89,79,101,78,/
Nc1c(C2=NCCN2)c(-c2ccccc2)c(-c2ccccc2)n1C1CCCCC1,93,72,95,90,/,103,67,97
Cc1ccc2cccnc2c1,101,81,106,105,102,113,88,101
COc1ccc(C2CC(=O)c3c(O)cc(OC4OC(CO)C(O)C(O)C4OC4OC(C)C(O)C(O)C4O)cc3O2)cc1O (centres undefined),104,95,102,102,124,120,95,98
OB(O)c1ccccc1,107,101,114,106,106,123,96,106
CC(=O)N1N=C(c2ccc(Cl)cc2)CC1c1ccc(C)s1 (centres undefined),97,96,81,103,70,119,77,99
O=C(CN1C(=O)S/C(=C\C(Cl)=C\c2ccccc2)C1=O)NCCCn1ccnc1,5.5*,32,58,87,96,-26*,51,15
COc1cc(C)c2c(=O)c3c(oc2c1)C(=O)c1c(O)c(OC)cc(O)c1C3=O,0.6*,-13*,20,22,89,13,13,5.8*
COc1cc(C2CC(O)(c3ccc(Cl)nc3)C(C(=O)c3ccc(Cl)nc3)C(c3cc(OC)c(OC)c(OC)c3)C2C(=O)c2ccc(Cl)nc2)cc(OC)c1OC (centres undefined),95,53,79,83,93,95,88,102
CC(=O)c1cccc(Nc2ccnc(SCC(=O)c3ccc(Cl)cc3)n2)c1,91,84,94,105,79,94,71,98
C[C@]1(CCO)C[C@@H]1c1ccc2ccccc2c1,102,90,100,100,89,95,87,98

# Looked up above.
# For SF-268, `C[C@]1(CCO)C[C@@H]1c1ccc2ccccc2c1` has the entry 100
# For CAKI-1, `O=C(O)C1C2CC3OC(=O)C1C3C2` (centres undefined) has the entry 114
# For ACHN, `O=C(CN1C(=O)S/C(=C\C(Cl)=C\c2ccccc2)C1=O)NCCCn1ccnc1` has the entry 5.5*
# For SNB-75, `Cc1ccc2cccnc2c1` has the entry 81
# For A498, `COc1ccc(C2=Nc3cccc4c3N(CCC4)C2c2ccc(OC)cc2)cc1` (centres undefined) has the entry 79

# Some of the entries so far, tab-delimited.
SMILES	ACHN	SNB-75	SNB-19	SF-268	A498	RXF 393	CAKI-1	SF-539
COc1cc(C2CC(O)(c3ccc(Cl)nc3)C(C(=O)c3ccc(Cl)nc3)C(c3cc(OC)c(OC)c(OC)c3)C2C(=O)c2ccc(Cl)nc2)cc(OC)c1OC (centres undefined)	95	53	79	83	93	95	88	102
CC(=O)c1cccc(Nc2ccnc(SCC(=O)c3ccc(Cl)cc3)n2)c1	91	84	94	105	79	94	71	98

# Some of these compounds in order of heavy-atom count, lowest first.
SMILES,ACHN,SNB-75,SNB-19,SF-268,A498,RXF 393,CAKI-1,SF-539
CCCCC1=C(P(=O)(O)O)N[C@H](C(=O)OCC)CS1,89,89,88,104,86,86,96,98
CC(=O)N1N=C(c2ccc(Cl)cc2)CC1c1ccc(C)s1 (centres undefined),97,96,81,103,70,119,77,99
COC(=O)[C@]1(C)CCC[C@]2(C)[C@H]3C[C@H]4C(C(C)C)=C[C@]3(CC[C@H]21)[C@@H]1C(=O)N(OCCC#N)C(=O)[C@@H]14,94,95,98,93,90,103,96,106

# (list continues)
SMILES,ACHN,SNB-75,SNB-19,SF-268,A498,RXF 393,CAKI-1,SF-539
CCC(=O)c1c2c(c3ccc4c5ccccc5ccc4n13)C(=O)c1ccccc1C2=O,83,113,67,95,215,109,84,78
Cc1ccccc1NN,98,84,107,98,116,113,106,101
CCc1cccc2c3c(sc12)C(c1ccc(OC)cc1)C(C#N)=C(N)O3 (centres undefined),99,86,94,96,108,116,85,97
CNC(=O)c1cc(-n2ccc3cc(NS(=O)(=O)c4ccccc4)ccc32)ccn1,96,93,94,93,85,90,79,99
COc1ccc(C2N=C(N)Nc3n[nH]c(N)c32)cc1 (centres undefined),107,94,106,104,99,127,103,115
Ic1ccc(Cn2cncc2-c2c[nH]c3ccccc23)cc1,85,36,80,70,39,80,65,84
Cc1nn(-c2ccccc2)c(-n2ccnc2)c1/C=N/Nc1nc(-c2ccc([N+](=O)[O-])cc2)cs1,91,79,91,84,70,85,80,87
COc1ccc(CCN2C(=O)/C(=C/c3ccc(C4Oc5ccccc5C5CC(c6ccc(C)cc6)=NN54)cc3)SC2=S)cc1 (centres undefined),99,82,98,94,114,113,84,96
CCc1c(Nc2ccccc2Cl)[nH]c(N)nc1=S,90,69,99,111,102,128,78,95
O=C1c2ccccc2SC2c3cccn3CCN12 (centres undefined),95,82,94,100,110,126,94,93
CC(=O)c1cc(C(C)C)ccc1C,98,87,97,101,84,102,83,91
O=C(C[C@@]1(O)C(=O)Nc2c(Cl)ccc(Cl)c21)c1ccc(C2CC2)cc1,40,-30*,37,55,-33*,-10*,34,-28*
NS(=O)(=O)c1ccc(Nc2ccnc(SCC(=O)c3ccc(C(F)(F)F)cc3)n2)cc1,99,91,96,112,104,91,85,99
Cc1nnc(N2CCN(c3ccccc3)CC2)c2ccccc12,100,98,105,108,72,105,95,/
CCSc1oc(-c2ccccc2)nc1[P+](c1ccccc1)(c1ccccc1)c1ccccc1,-5.4*,2.7*,12,14,-33*,0.3*,1.2*,15
